# IL-2 act: activates IL-2 in a cell-based reporter assay; 360,000 compounds, 0.065% hits; activation, % (series mostly up to about 46 µM); AID 652025; IL-2 activation reporter assay, cell-based qHTS; stimulated with anti-CD3/CD4/CD28 beads; in transgenic mouse T cells; in the data active means activation above about 50%; inconclusive means mostly about 30% to 49%; further: 0% is about no effect
#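 Readout: EGFP and DsRed signals by fluorescent plate cytometry. Unstimulated transgenic mouse T cells received compound 60 min before antibody-bead stimulation, then incubated 18 h at 37 degrees C.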
# ATXN viability: reduces viability in counter-screen for ATXN expression inhibitors; S2 cells (HEK-293 line with an ATXN2-luciferase reporter) viability, CellTiter-Fluor protease fluorescence, 24 h; Potency, µM (series often up to 56.7 µM), usual class: cytotoxic; 400,000 compounds, 0.49% hits; AID 651635; further: potency means the concentration at half of the fitted maximal effect; nearly all actives have a fitted effect of over 40% in size
# ATXN2 expr inh: ATXN2 expression inhibition; Potency, µM (doses to about 57 µM), for inactives: top-dose activity change, negative = inhibition, most hits filed as inhibitors; 360,000 compounds, 0.72% hits; HEK-293 ATXN2-luciferase reporter, luminescence, 24 h; further: potency means the concentration at half of the fitted maximal effect; on the % scale 0 is the no-effect control and ±100 the full control effect; nearly all actives have a fitted effect of over 55% in size
#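 qHTS (up to 57 uM final) was run with 24 h compound exposure of reporter cells at 37 °C. Each well was multiplexed: SteadyGlo luminescence measured ATXN2-luciferase expression after a fluorogenic Gly-Phe-AFC viability readout (25 uM final).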
# Nrf2 inh: Nrf2 pathway inhibition. A549 ARE-Fluc reporter, luciferase luminescence, 18-24 h. Potency, µM (highest dose often 46 µM), for the others: at the highest dose activity change, negative = inhibition, usual class: inhibitors. 360,000 compounds, 2.1% hits; further: potency means the concentration at half of the fitted maximal effect; on the % scale 0 is the no-effect control and ±100 the full control effect; nearly all actives have a fitted effect of over 60% in size
#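 In this cell-based qHTS, ARE-driven firefly luciferase in A549 cells reports Nrf2 activity; the luminescent signal after BugLite lysis is the measured value, with a prior CellTiter-Fluor read for cell health.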
# TGFb SMAD3 inh: inhibitors of TGF-b signaling | HepG2 CAGA-GFP TGF-b/SMAD3 reporter, GFP fluorescence, 18 h; TGF-beta stimulated, 500 pg/mL final | Potency, µM (top dose mostly 46.1 µM), without a hit: at the highest dose activity, negative = inhibition, usual class: inhibitors | 410,000 compounds, 1.2% hits; further: potency means the concentration at half of the fitted maximal effect; on the % scale 0 is the no-effect control and ±100 the full control effect; nearly all actives have a fitted effect of over 65% in size
#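 HEPG2 CAGA-GFP cells (1000/well, DMEM with 1% FBS) were pre-incubated 2 h at 37 degrees C, given compound by pin tool, then stimulated with TGF-beta at 500 pg/mL final for 18 h before per-cell GFP fluorescence imaging.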
# Nrf2 activator: activates Nrf2 signaling; AREc32 ARE-luciferase reporter (MCF7-derived line), luminescence, 24 h; Potency, µM (titrated, usually from 46.1 µM), inactives show at the top dose activation, actives largely listed as activators; 410,000 compounds, 0.31% hits; AID 624171; further: potency means the concentration at half of the fitted maximal effect; % of control where 0% means no effect; nearly all actives have a fitted effect of over 65% in size
#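 AREc32 cells carrying an ARE-driven firefly luciferase reporter were seeded at 1000 cells/well in OPTI-MEM with 5% FBS, then exposed to compound for 24 hr at 37 deg C. Luminescence was read with Steady-Glo after 30 min at RT.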
# A549 viability: kills or reduces viability of A549 cells in Nrf2 counter-screen; A549 ARE-Fluc cells, CellTiter-Fluor viability, 18-24 h; Potency, µM (top dose mostly 46 µM), without a hit: at the top dose activity change, negative = cytotoxicity, actives largely listed as inhibitors; 390,000 compounds, 0.16% hits; further: potency means the concentration at half of the fitted maximal effect; on the % scale 0 is the no-effect control and ±100 the full control effect
#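 A549 ARE-Fluc cells in 5% FBS OPTI-MEM, 5000 cells/well, rested 2 h then exposed to compounds in concentration-response for 18-24 h at 37 °C. Viability by CellTiter-Fluor fluorescence (Ex 405/Em 525) after 30 min; luciferase luminescence (BugLite, 15 min, RT) read afterwards.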
# HepG2 viability: counter-screen for TGF-b inhibitors: cytotoxicity in HepG2 cells; Potency, µM (series often up to 46.1 µM), for the others: top-dose activity change, negative = cytotoxicity, usual class: cytotoxic; AID 588856; HepG2 CAGA-GFP viability, ATP luminescence, 18 h; 410,000 compounds, 0.76% hits; further: potency means the concentration at half of the fitted maximal effect; some results filed as inactive show a strong effect at the top dose
#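 HepG2 CAGA-GFP cells (1000/well, DMEM with 1% FBS) received compound, then TGF-beta at 500 pg/mL final, and were incubated 18 hours at 37 degrees C. Viability was read by CellTiter-Glo luminescence. Media-only wells were set as complete cell-killing and DMSO as no toxicity.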
# EPAC2 ag: agonists of human EPAC2 (RAPGEF4) | Q8WZA2 | EPAC2 activation, biochemical qHTS; response scale: 100% = 6.5 mM cAMP response | Potency, µM (doses to about 154 µM), for inactives: at the top dose activation, actives largely listed as activators | 360,000 compounds, 0.079% hits; further: potency means the concentration at half of the fitted maximal effect; nearly all actives have a fitted effect of over 50% in size
# Target sequence (Q8WZA2 whole entry, looked up): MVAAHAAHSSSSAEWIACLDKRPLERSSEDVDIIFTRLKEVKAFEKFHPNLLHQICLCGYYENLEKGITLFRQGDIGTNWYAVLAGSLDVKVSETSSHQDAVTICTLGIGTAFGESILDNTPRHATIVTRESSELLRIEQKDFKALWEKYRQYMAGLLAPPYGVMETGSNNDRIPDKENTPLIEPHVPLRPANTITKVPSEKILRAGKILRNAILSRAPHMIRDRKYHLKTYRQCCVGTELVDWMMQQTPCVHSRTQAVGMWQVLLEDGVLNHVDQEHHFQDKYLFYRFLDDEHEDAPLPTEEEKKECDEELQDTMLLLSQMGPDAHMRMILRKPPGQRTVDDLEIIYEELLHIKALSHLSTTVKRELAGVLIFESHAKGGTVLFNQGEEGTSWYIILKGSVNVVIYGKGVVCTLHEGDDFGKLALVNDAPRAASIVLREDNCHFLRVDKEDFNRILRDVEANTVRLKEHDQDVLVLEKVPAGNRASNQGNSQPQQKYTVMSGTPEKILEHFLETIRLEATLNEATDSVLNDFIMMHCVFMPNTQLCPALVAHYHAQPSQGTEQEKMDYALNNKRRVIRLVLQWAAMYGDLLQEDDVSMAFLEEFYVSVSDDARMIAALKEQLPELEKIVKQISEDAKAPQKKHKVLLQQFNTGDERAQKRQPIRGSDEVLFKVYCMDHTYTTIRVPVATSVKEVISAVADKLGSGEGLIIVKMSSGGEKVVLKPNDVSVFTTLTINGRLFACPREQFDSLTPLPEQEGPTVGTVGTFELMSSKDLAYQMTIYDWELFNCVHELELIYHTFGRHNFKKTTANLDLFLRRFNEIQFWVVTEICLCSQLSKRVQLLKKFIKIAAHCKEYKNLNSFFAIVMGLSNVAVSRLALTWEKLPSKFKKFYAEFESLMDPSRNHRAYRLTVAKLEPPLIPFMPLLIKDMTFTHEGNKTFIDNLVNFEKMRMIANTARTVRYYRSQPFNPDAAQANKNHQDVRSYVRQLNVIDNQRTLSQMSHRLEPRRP
#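 Compounds were titrated in qHTS against a Rap1B-BODIPY-GDP (250 nM) complex with EPAC2 (100 nM) and GDP (50 uM). BODIPY-GDP release tracked at 480/540 nm over 30 min at room temperature, normalized to 6.5 mM cAMP.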
# Active calls of the source: *; i = inactive; ? = inconclusive; . = not tested or not shown; & = joins results of further samples; [ ] = dose if it differs, or a comment. Unless noted, the call rests on the fitted dose curve; in most records, active means well fitted curve in the direction sought with a large enough effect; inconclusive means small, poorly fitted or top-dose-only effect, or another doubt; inactive means no such curve, though single readings can be large; an effect the other way counts as inactive or inconclusive.
SMILES,IL-2 act,ATXN viability,ATXN2 expr inh,Nrf2 inh,TGFb SMAD3 inh,Nrf2 activator,A549 viability,HepG2 viability,EPAC2 ag
CCOC(=O)c1ccc(-c2cccc(-c3cc(=O)oc4cc(OC)cc(OC)c34)c2)cc1,-0.8,i,4%,23%,8%,-0.1%,-5%,-2%,13%
CC(NC(=O)C(=O)NCCC1=CCCCC1)c1ccccc1 (stereo not given),2.0,i,-5%,14%,1%,2.7%,8%,1%,-4%
COc1cccc(C(=O)N2CCN=C2SC)c1,-1.1,i,26%,-5%,14%,2.1%,-1%,9%,-6%
CCOC(=O)c1cccc(NS(=O)(=O)c2cc(-c3cnc(C4CC4)o3)ccc2C)c1,.,?,-32%,.,18µM*,-0.2%,-13%,-49%,.
O=C(Nc1ccccc1)C(c1ccccc1)c1ccccc1,0.6,i,10%,-19%,0%,-0.6%,-3%,-4%,-3%
CC[C@]12c3[nH]c4cc(CCC(=O)N(C)C)ccc4c3CCN1C(=O)[C@@H](CC(=O)NCCN1CCOCC1)C[C@@H]2C(=O)N1CCN(C(=O)C2CC2)CC1,1.2,i,6%,1%,2%,0.0%,-5%,5%,7%
CC(C)C(=O)N(Cc1cc2ccccc2[nH]c1=O)C(C)(C)C,0.7,i,-2%,9%,?,0.6%,-11%,-12%,0%
Cc1onc(-c2c(Cl)cccc2Cl)c1NC(=O)NN(C)C,-0.1,i,.,-5%,12%,-1.3%,-1%,3%,3%
Cc1csc(NC(=O)CSc2ncnc3c2cnn3-c2ccccc2Cl)n1,-0.3,i,-7%,?,?,15%,-14%,-5%,2%
O=S(=O)(Nc1ccc2nc(-c3ccco3)[nH]c2c1)c1ccccc1,-1.1,?,48%[activator],18%,-2%,2.7%,-13%,0%,5%
Cc1cccc(C(=O)OCc2cc(=O)n3nc(C4CC4)sc3n2)c1,.,i,-8%,?,0%,-0.5%,2%,-9%,.
O=C(C1=C[C@@H](c2ccc(C(F)(F)F)cc2)C[C@@H](OCc2ccc(CO)cc2)O1)N1CCN(Cc2ccccc2)CC1,-2.4,?,?,-27%,14µM*,-3.4%,-16%,-5%,-2%
Cc1ccc2oc(C(F)(F)C(F)F)cc(=O)c2c1,1.0,i,-27%,8%,-7%,-1.6%,4%,-7%,4%
Cc1cccc(C)c1NC(=O)C(c1cccs1)N(Cc1ccco1)C(=O)Cn1nnc2ccccc21 (stereo not given),-0.7,?,-7%,.,14%,-0.5%,-8%,4%,-5%
CCSC1=C(C#N)C(c2ccccc2C)CC(=O)N1 (stereo not given),-1.5,i,1%,6%,11%,-0.4%,14%[1.84 µM],-1%,11%
CC1(Oc2ccc(Cl)cc2)CCN(Cc2ccc(-c3ccccn3)cc2)C1 (stereo not given),0.0,?,-12%,.,4%,0.8%,.,-35%,10%
COc1ccc(CCNC(=O)CSc2nc3[nH]c(=O)cc(O)c3s2)cc1,0.1,i,.,-6%,2%,-0.6%,1%,2%,5%
C=CC(=O)N1C/C=C\C(c2ccc(OC)cc2)N(Cc2ccc(F)cc2)C(=O)C1 (stereo not given),1.1,i,-9%,-7%&-17%,-19%&-3%,17%,-6%&-7%,14%&0%,11%
CC(=O)NC1C(OCCOc2ccc(Cl)cc2C)OC(CO)C(O)C1O (stereo not given),-2.0,i,4%,17%,39%[activator],-0.2%,1%,-3%,-5%
CCN(CC)C(=O)c1ccc(Nc2nnc(C)c3ccccc23)cc1,0.3,i,8%,-50%,4%,-0.1%,-2%,-38%,5%
Cc1onc(-c2ccccc2Cl)c1C(=O)NC(=S)Nc1ccc(C(C)C)cc1,-0.2,i,.,12%,-22%,-0.7%,?,-14%,12%
COc1ccc(C(=O)N/N=C2/SCC(=O)N2Cc2ccc3c(c2)OCO3)cc1OC,-0.7,i,3%,-9%,-10%,-0.4%,6%,-13%,12%
O=C(Nc1nc(-c2ccccc2)cs1)C1CCCN(S(=O)(=O)c2ccccc2)C1 (stereo not given),-4.1,?,?,21µM*,?,0.1%,0%[1.84 µM],-23%,9%
COc1cccc(C(=O)c2cn(CC(=O)Nc3cccc(C)c3C)c3nc(C)ccc3c2=O)c1,.,i,-8%,?,4%,-1.3%,-3%,-1%,.
O=C(OCc1ccccc1)c1ccc(-c2nnn(Cc3ccccc3F)n2)cc1,.,i,-4%,?,5%,0.0%,13%,-3%,.

# Profiles, looked up by structure. Order of values: IL-2 act, ATXN viability, ATXN2 expr inh, Nrf2 inh, TGFb SMAD3 inh, Nrf2 activator, A549 viability, HepG2 viability, EPAC2 ag
# COc1ccc(C(=O)N/N=C2/SCC(=O)N2Cc2ccc3c(c2)OCO3)cc1OC reads -0.7, i, 3%, -9%, -10%, -0.4%, 6%, -13%, 12%
# Cc1ccc2oc(C(F)(F)C(F)F)cc(=O)c2c1 reads 1.0, i, -27%, 8%, -7%, -1.6%, 4%, -7%, 4%

# Back to the main list; the four compounds before the break are reprinted first.
SMILES,IL-2 act,ATXN viability,ATXN2 expr inh,Nrf2 inh,TGFb SMAD3 inh,Nrf2 activator,A549 viability,HepG2 viability,EPAC2 ag
COc1ccc(C(=O)N/N=C2/SCC(=O)N2Cc2ccc3c(c2)OCO3)cc1OC,-0.7,i,3%,-9%,-10%,-0.4%,6%,-13%,12%
O=C(Nc1nc(-c2ccccc2)cs1)C1CCCN(S(=O)(=O)c2ccccc2)C1 (stereo not given),-4.1,?,?,21µM*,?,0.1%,0%[1.84 µM],-23%,9%
COc1cccc(C(=O)c2cn(CC(=O)Nc3cccc(C)c3C)c3nc(C)ccc3c2=O)c1,.,i,-8%,?,4%,-1.3%,-3%,-1%,.
O=C(OCc1ccccc1)c1ccc(-c2nnn(Cc3ccccc3F)n2)cc1,.,i,-4%,?,5%,0.0%,13%,-3%,.
OC(c1ccc(F)c(F)c1)c1nc(-c2ccc(F)c(Cl)c2)cs1 (stereo not given),0.3,i,-13%,.,?,-0.7%[9.22 µM],.,-45%,12%
CC(=O)Nc1ccc(NC(=O)CSc2cn(CC(=O)N3CCOCC3)c3ccccc23)cc1,-0.4,i,.,14%,8%,-0.5%,1%,-4%,7%
CCn1cnc2c1c(=O)n(CC(=O)O)c(=O)n2Cc1ccccc1,0.2,i,-8%,-5%,-8%,0.0%,5%,-2%,7%
CCCCCCN1C2=NCCCN2c2ccccc21,-4.3,i,-20%,-11%,-3%,0.5%,3%,-7%,8%
CCN1CCCC1CNC(=O)C1CCN(C(=O)c2cc3sccc3n2Cc2ccc(F)cc2)CC1 (stereo not given),-0.5,i,-32%,-7%,-2%,1.7%,-19%,-24%,7%
COc1ccc(NC(=O)CC(c2ccco2)C(C)C)cc1 (stereo not given),-3.4,i,5%,15%,12%,3.1%,2%,-18%,0%
Cc1ccc(-n2nnnc2SCC(=O)c2cc(C)n(-c3cc(C)on3)c2C)c(C)c1,-1.5,i,-18%,?,-4%,4.0%,-15%,-24%,6%
O=C1NCCn2nc3ccccc3c21,0.1,i,3%,-6%,-5%,0.0%,-5%,7%,9%
O=C1c2ccccc2C(=O)N1CCCc1nc2ccccc2c(=O)n1-c1cccnc1,-0.3,i,-19%,.,10%,-0.8%,2%,-6%,4%
CSCCC(NC(=O)c1cc([N+](=O)[O-])cc([N+](=O)[O-])c1)c1nc2ccccc2[nH]1 (stereo not given),-4.7,i,-11%,-17%,?,0.1%,2%,-32%,0%
Cc1nnc(NC(=O)CSc2nc3c(c(=O)n(C)c(=O)n3C)n2C(C)C)s1,-1.7,?,-7%,0%,1%,-0.1%,-1%,7%,6%
CC[C@]12c3[nH]c4cc(-c5ccco5)ccc4c3CCN1C(=O)[C@@H](CC(=O)NCc1cccc(C(F)(F)F)c1)C[C@@H]2C(=O)N1CCN(C(=O)c2ccco2)CC1,-0.7,?,?,?,11µM*,7.1%,-17%,-5%,-2%
Cc1ccc(CNC(=O)CSc2nc3c(sc4ccccc43)c(=O)n2CCCC(=O)NCCO)cc1,.,.,.,10%,7%,-0.5%,-1%,-14%,.
CCOCCc1nn2c(=O)cc(CSCC(=O)Nc3cccc(C)c3C)nc2s1,0.6,i,.,-8%,-4%,-0.7%,-4%,-6%,3%
Cc1cccc(N(Cc2cc3ccc(C)cc3[nH]c2=O)C(=O)c2ccco2)c1,0.4,i,.,6%,?,1.0%,14%,-4%,-4%
CCOc1ccc(NC(=O)CN(C)C(=O)c2c(C)nn(-c3ccc(F)cc3)c2Cl)cc1OCC,0.1,i,-2%,-2%,-20%,0.2%,-4%,-7%,-9%
C(=C\c1ccccc1)/CN1CCN(C(c2nnnn2-c2ccc3c(c2)OCCO3)C2CC2)CC1 (stereo not given),0.0,?,-21%,.,?,2.6%,.,-9%,-11%
CC1CC(C)CN(C(=O)CCC(=O)Nc2nnc(C3CCCCC3)s2)C1 (stereo not given),-4.2,i,24%,-8%,-2%,-0.8%,-11%,0%,-6%
COCC(C)N=C1NN=C(c2ccc(NC(C)=O)cc2)CS1 (stereo not given),-2.7,i,-31%,?,-26%,5.1%,0%,-24%,-2%
O=c1oc2ccccc2cc1-c1csc(Cc2nc(-c3ccc(Br)cc3)cs2)n1,4.8,?,-18%,2.9µM*,19%,0.1%,-16%,-14%,1%

# Source: PubChem (National Center for Advancing Translational Sciences (NCATS))
